Assay outcomes: PubChem BioAssay, NCI
NCI-60 one-dose screen, 48 h, at 10 µM unless noted. Numbers give growth in % (100 = growth as untreated, 0 = no growth, -100 = all killed).
NCI-H322M: NCI-H322M lung cancer | actives 2.7% (n = 80,000)
NCI-H23: NCI-H23 lung cancer. actives 4% (n = 80,000)
HT29: HT29 colon cancer. actives 7.4% (n = 81,000)
SW-620: SW-620 colon cancer | actives 5.2% (n = 82,000)
NCI-H522: NCI-H522 lung cancer; actives 8% (n = 78,000)
COLO 205: COLO 205 colon cancer | actives 7.3% (n = 79,000) | AID 1794742
NCI-H226: NCI-H226 lung cancer. actives 3.5% (n = 79,000)
NCI-H460: NCI-H460 lung cancer. AID 1794736. actives 6.8% (n = 82,000)
HCT-15: HCT-15 colon cancer; actives 5.2% (n = 82,000); AID 1794746
The depositor's hits bear a star; . = no result given; & = joins results of further samples; ! = not confirmed by another sample; [ ] = remark or other dose. How the source made its calls: active means growth percent below 10; inactive means the rest.

Start of the listing, in advance:
SMILES	NCI-H322M	NCI-H23	HT29	SW-620	NCI-H522	COLO 205	NCI-H226	NCI-H460	HCT-15
O=C(NC(CO)C(O)c1ccc([N+](=O)[O-])cc1)C(Cl)Cl (stereo unspecified)	100	116	101	105	.	109	95	95	96
COc1cnc2c(c1)C(=O)c1c-2n(CCCN2CCNCC2)c(=O)c2cc([N+](=O)[O-])ccc12	-72*	-64*	-80*	-70*	-48*	14	-59*	-42*	-81*

Results (from the top)
SMILES	NCI-H322M	NCI-H23	HT29	SW-620	NCI-H522	COLO 205	NCI-H226	NCI-H460	HCT-15
O=C(NC(CO)C(O)c1ccc([N+](=O)[O-])cc1)C(Cl)Cl (stereo unspecified)	100	116	101	105	.	109	95	95	96
COc1cnc2c(c1)C(=O)c1c-2n(CCCN2CCNCC2)c(=O)c2cc([N+](=O)[O-])ccc12	-72*	-64*	-80*	-70*	-48*	14	-59*	-42*	-81*
CCCCCCCCCCCC(O)C(C)(C)C (stereo unspecified)	121	104	109	104	102	114	108	115	99
O=C1OC(c2ccc(Cl)c(Cl)c2)=C/C1=C/c1ccccc1	98	103	147	105	90	120	94	105	108
COc1ccc(C2=NN(c3ccccc3)C(c3sc(N(C)Cc4ccccc4)nc3Cl)C2)cc1 (stereo unspecified)	94	86	81	98	79	108	94	99	94
Cn1cc(-c2nnc(-c3cn(C)c4ncc(Br)cc34)o2)c2ccccc21	98	90	88	84	57	76	93	98	53
Nc1c(C(=O)Nc2ccccc2)sc2nc3c(cc12)COCC3	104	91	85	97	93	110	82	99	88
CCCCC1COc2cccc3c(SCC(=O)N(Cc4ccccc4)c4ccc(OC)cc4)cc[n+]1c23 (stereo unspecified)	110	104	102	101	84	83	.	108	104
CCOc1ccc(/C=C/C=N/NC(N)=S)cc1	92	79	62	87	37	84	119	96	58
CC[C@]12C=CCN3CC[C@@]4(c5ccc(OC)cc5N(C)[C@H]4[C@@](O)(C(=O)OC)[C@@H]1OC(=O)CCCBr)[C@@H]32	101	93	94	100	79	101	96	98	97
Cc1cc(=O)oc2cc(OCc3c(F)cccc3Cl)ccc12	90	80	83	99	77	112	68	99	90
O=C(CSc1ccc(-c2nc3ccccc3[nH]2)cn1)N1CCN(c2ccccc2F)CC1	101	67	94	106	52	80	60	88	72
CC(C)[P+](c1ccccc1)(c1ccccc1)c1ccccc1	.	.	62	85	48	38	89	69	93
CCCCC1CCC(=O)O1 (stereo unspecified)	106	109	107	107	101	114	112	111	108
C#Cc1c2c(c(OC)c3c1OCO3)[C@H]([C@H]1OC(=O)c3c1ccc(OC)c3OC)N(C)CC2	94	86	61	85	60	80	98	96	61
COc1ccccc1-n1cc(C#N)c(N)c1C(=O)c1ccc(Cl)cc1Cl	48	.	-15*	25	-56*	20	35	12	24
Cn1cc(-c2nc3ccccc3[nH]2)c2cccnc21	108	92	100	100	86	97	92	97	108
CC(C)CCOC(=O)Nc1cccc(Cl)c1	97	100	88	106	89	113	98	108	99
O=c1cc(Cn2cnc3c(NCc4ccco4)ncnc32)c2cc(Br)ccc2o1	94	103	99	112	98	117	108	108	107
Cn1c(=O)c2c(nc(N3CCCCC3)n2C)n(C)c1=O	109	129	103	96	116	121	94	114	114
c1cc(OCCN2CCCCC2)ccc1CNc1ccc2nc(CCC3CCCCC3)[nH]c2c1	75	74	8.7*	3.0*	50	-66*	36	34	-14*
CCOC(=O)C1=C(C(=O)c2ccc(OC)cc2)C(c2c(Cl)cccc2Cl)C(C(=O)c2ccc(OC)cc2)=C(C(=O)OCC)N1	98	104	112	100	99	123	102	118	96
COc1ccc(S(=O)(=O)N2C(=O)N(S(=O)(=O)c3ccc(OC)cc3OC)[C@H](OC)[C@H]2OC)c(OC)c1	100	107	98	110	89	99	109	111	103
Cc1cc(Cl)c(O)c(CN(Cc2cc(C)cc(Cl)c2O)C2CCCCC2)c1	95	94	91	98	84	118	97	107	106
COc1ccc(CCN(Cc2cc(OC)c(OC)c(OC)c2)c2c(NC3CCCCC3)oc(=O)c3ccccc23)cc1OC	117	106	112	98	91	119	94	99	97
O=P(O)(O)c1ccccc1Br	103	105	116	104	101	124	96	106	107
COc1ccc(Nc2csc(Nc3cnccn3)n2)cc1	100	100	107	98	94	111	88	107	104
COc1ccc(/C=C/C(=O)c2ccc(Nc3ncnc4ccccc34)cc2)cc1OC	92	73	14	28	93	109	104	84	76
CC(=O)NCc1cc(C)c(C)cc1C	92	102	97	107	.	94	93	104	105
O=C(Cn1cc(COc2ncnc3sc4c(c23)CCCC4)nn1)Nc1ccccn1	104	95	110	107	76	117	.	98	98
C#Cc1cccc(NC(=O)c2cccc(NC(=O)CCl)c2)c1	59[8.25 µM]	-78*[8.25 µM]	-7.8*[8.25 µM]	-74*[8.25 µM]	-66*[8.25 µM]	-53*[8.25 µM]	-32*[8.25 µM]	-61*[8.25 µM]	-63*[8.25 µM]
O=C(Cn1cc(COc2ncnc3c2cnn3-c2ccccc2)nn1)Nc1ccc([N+](=O)[O-])cc1	83	92	110	91	81	113	.	92	99
COC(=O)C1(C)CCC[C@]2(C)[C@H]3C[C@H]4C(C(C)C)=C[C@]3(CC[C@@H]12)[C@H]1[C@@H]4[C@@H](OCC#Cc2ccc([N+](=O)[O-])cc2)CC[C@@H]1OCC#Cc1ccc([N+](=O)[O-])cc1 (stereo partly specified)	95	82	102	99	88	102	.	103	99
CCCCCCCCCCCCNC(=O)[C@H]1CSC(c2cc(Br)cs2)N1 (stereo partly specified)	54	18	0.8*	-34*	-1.6*	108	10	-48*	3.4*
CC(=O)OC1CC2CCC1(c1ccccc1)C2 (stereo unspecified)	110	96	108	98	96	111	109	104	104
N#CC(c1ccc([N+](=O)[O-])cc1)C(CC(=O)c1ccccc1)c1ccccc1 (stereo unspecified)	92&91	82&90	74&65	93&93	82&57	90&100	84&90	95&88	82&91
Clc1ccccc1N=Nc1ccccn1	.	98	112	105	103	103	102	.	106
CCN(CC)CCOC(=O)c1ccc(C)cc1	107	99	106	113	107	125	114	113	103
COc1ccc(NC(=O)c2sc3c(=O)[nH]cnc3c2C)cc1	102	104	94	107	96	124	99	111	103
CNc1c(C#N)c2c(N)ncnc2n1COCCOC	100	100	95	100	89	112	86	99	99
COc1cc(C2c3cc(OC(C)=O)c(OC)cc3CC3C(=O)OCC32)ccc1OC(C)=O (stereo unspecified)	115	105	98	101	105	119	107	109	104
CCN(CCO)c1ccccc1	101	91	101	110	86	.	90	100	97
CC(=O)c1ccc(Nc2nc(Cl)nc(Oc3c(Cl)cccc3Cl)n2)cc1	104	92	74	89	64	100	75	80	90
c1ccc(-c2c(-c3ccccc3)[n+](Cc3ccc4ccccc4c3)c(-c3ccc(-c4nc5ccccc5s4)cc3)n2Cc2ccc3ccccc3c2)cc1	-92*	-82*	-85*	-78*	-81*	-86*	-79*	-67*	-92*
COc1cc2c(O)n(CCCN3CCOCC3)c3c4cnc5cccc(c(=O)c3c2cc1OC)c54	47	33	29	35	17	34	38	9.1*	57
O=C1CC(c2ccccc2)Oc2ccc(O)cc21 (stereo unspecified)	95	97	112	108	89	111	100	107	95
O=C(C1CC1)N(C(=O)C1CC1)c1ncc(-c2ccc(C(F)(F)F)cc2)c(NC2CCCCCC2)n1	88	56	81	92	47	79	70	86	86
COc1ccc(C(C)c2ccc(OC)cc2)cc1	.	99	94	114	85	107	106	111	99
COc1ccc(/C=C/c2cc(/C=C/c3ccc(OC)c(OC)c3OC)n(-c3ccc(OC(F)(F)F)cc3)n2)c(OC)c1OC	85	90	98	102	73	101	82	98	113
O=C(Nc1nc2ccc(Cl)cc2s1)c1cc(-c2ccc(F)cc2)n2nc(-c3ccccc3)cc2n1	113	107	109	105	109	111	101	107	100

The results go on:
SMILES	NCI-H322M	NCI-H23	HT29	SW-620	NCI-H522	COLO 205	NCI-H226	NCI-H460	HCT-15
OCCc1nccnn1	100	96	104	98	97	126	97	111	95
CCN(CC)CCOc1cc(C)ccc1C	108	99	101	111	102	121	103	102	103
COc1ccc(OC)c(-c2[nH]c3ncc(-c4ccc(F)cc4)n3c(=O)c2C#N)c1	98	92	104	96	83	102	100	88	94
CC(=O)Oc1ccc(C2=Cc3ccc(OC(C)=O)cc3OC2C)cc1 (stereo unspecified)	98	49	94	47	17	102	83	34	48
CCOc1ccc(N2C(N)=NC(N)=NC2(C)C)cc1	99&45	84&48	2.8*!	76&16	-7.7*!	-33*!	.	104&14	100
O=C(Nc1ccccc1)c1cc(-n2cnc([N+](=O)[O-])c2)cc(-n2cnc([N+](=O)[O-])c2)n1	92	99	107	100	.	97	86	119	114
COc1cnc(NC(=O)c2ccc(Cl)cc2)s1	86	84	61	92	75	95	104	83	82
CO[C@H](/C(C)=C/C=C\[C@@H]1C(C)=C[C@@H]2C[C@H](O)CC(=O)[C@@H]2[C@H]1/C=C(C)/C=C/[C@@H](C)NC(=O)[C@H](C)C/C=C/C[C@@H](O)Cc1ccc(O)cc1)[C@@H](C)C(=O)O	105	97	104	99	94	102	96	109	106
COc1ccc(-c2nc(/N=C/c3ccc(O)cc3)n[nH]2)cc1	102	100	79	97	67	88	101	101	97
O=C(NCn1c(=O)[nH]c2ccccc2c1=O)NC1CCCCC1	112	108	122	104	106	125	110	106	112

Seven consecutive records out of the list so far, for reference:
SMILES	NCI-H322M	NCI-H23	HT29	SW-620	NCI-H522	COLO 205	NCI-H226	NCI-H460	HCT-15
COc1ccc(OC)c(-c2[nH]c3ncc(-c4ccc(F)cc4)n3c(=O)c2C#N)c1	98	92	104	96	83	102	100	88	94
CC(=O)Oc1ccc(C2=Cc3ccc(OC(C)=O)cc3OC2C)cc1 (stereo unspecified)	98	49	94	47	17	102	83	34	48
CCOc1ccc(N2C(N)=NC(N)=NC2(C)C)cc1	99&45	84&48	2.8*!	76&16	-7.7*!	-33*!	.	104&14	100
O=C(Nc1ccccc1)c1cc(-n2cnc([N+](=O)[O-])c2)cc(-n2cnc([N+](=O)[O-])c2)n1	92	99	107	100	.	97	86	119	114
COc1cnc(NC(=O)c2ccc(Cl)cc2)s1	86	84	61	92	75	95	104	83	82
CO[C@H](/C(C)=C/C=C\[C@@H]1C(C)=C[C@@H]2C[C@H](O)CC(=O)[C@@H]2[C@H]1/C=C(C)/C=C/[C@@H](C)NC(=O)[C@H](C)C/C=C/C[C@@H](O)Cc1ccc(O)cc1)[C@@H](C)C(=O)O	105	97	104	99	94	102	96	109	106
COc1ccc(-c2nc(/N=C/c3ccc(O)cc3)n[nH]2)cc1	102	100	79	97	67	88	101	101	97

Next section.
SMILES	NCI-H322M	NCI-H23	HT29	SW-620	NCI-H522	COLO 205	NCI-H226	NCI-H460	HCT-15
CC1(C)N=C(N)N=C(N)N1c1ccc(F)cc1	80	84	.	58	98	71	100	84	105
Cc1c(C(N)=O)sc2ncn(CC(=O)NN=C3CCCCC3)c(=O)c12	116	111	90	97	84	129	97	115	109
COc1cc(C2CC(c3cc(OC)c(OC)c(OC)c3)=NN2c2ccccc2)ccc1OCc1ccccc1 (stereo unspecified)	100	107	97	107	100	108	135	114	96
COc1ccc(OC)c(/C=C2\COc3ccc(O)cc3C2=O)c1	92	104	46	14	38	109	99	101	78
Nc1cc(Br)c(-c2nnc(CCC(=O)c3nc4ccccc4[nH]3)o2)c(Br)c1	.	71	84	72	25	71	.	102	104
CCOc1ccccc1/C=N/N1CCCCCC1	.	89	104	96	102	108	88	107	100
Cn1cccc([N+](=O)[O-])c1=O	99	97	103	103	99	106	92	107	99
N/C(=N\c1nc2ccccc2s1)NC(=O)Nc1ccccc1F	55	20	5.5*	43	-46*	-33*	46	30	26
O=C(Nc1nccs1)c1ccc2ccc3ccc(C(=O)Nc4nccs4)nc3c2n1	96	89	78	73	93	92	81	77	63
COc1cc2c(cc1OCCCOC1=C=C=C(c3ccc4c(c3)c3cc(-c5ccc(OCCCOc6cc7c(cc6OC)C(=O)N6CCC[C@H]6C=N7)cc5)ccc3n4S(=O)(=O)c3ccc(C)cc3)C=C1)N=C[C@@H]1CCCN1C2=O	216	37	38	6.3*	-8.9*	49	23	16	69
COc1cc(C2CC(c3cc(OC)c(OC)c(OC)c3)=NN2C(C)=O)ccc1Oc1ccnc2cc(Cl)ccc12 (stereo unspecified)	102	89	99	96	46	96	85	94	99
Cc1nc2scc(-c3ccc(Cl)cc3)n2c(=O)c1CCNc1ccc(S(=O)(=O)N=C(N)N)cc1	87	93	109	100	75	99	97	101	102
C=C(C)[C@@H]1CC[C@]2(C(=O)N3CCN(C)CC3)CC[C@]3(C)[C@H](CC[C@@H]4[C@@]5(C)CCC(=O)NC(C)(C)[C@@H]5CC[C@]43C)[C@@H]12	89	88	69	90	90	91	96	91	72
COC1=C[C@@]23CCC(=O)N2CCc2cc4c(cc2[C@H]3[C@H]1OC(=O)C(C)(C)O)OCO4	101	96	106	105	96	120	93	115	98
COc1ccc(C(=O)CCN2CCC(C)CC2)cc1	108	104	106	101	101	111	97	106	98
O=C1Cc2cc(-c3nnc(Nc4nc5ccccc5s4)s3)ccc2N1	100	85	100	87	60	95	97	108	75
O=C(CCCCCCN1CC(=O)N2[C@H](c3ccc(Br)cc3)c3[nH]c4ccccc4c3C[C@@H]2C1=O)NO	50	53	53	20	27	39	80	45	103
Cc1c(C(=O)N[C@H]2CCCN(Cc3ccccc3)C2)[nH]c2ccc(Cl)cc2c1=O	102	79	85	107	73	111	82	103	107
Oc1ccccc1C=NCCSSCCN=Cc1ccccc1O	91	102	95	110	72	100	100	111	99
COc1cc(C(=O)Nc2cccc(C3CC(=O)c4c(cc(OC)c(OC)c4OC)O3)c2)cc(OC)c1OC (stereo unspecified)	88	85	99	105	58	110	89	92	71
COc1ccc(-n2c(SCC(=O)Nc3ccc(S(=O)(=O)Nc4cc(C)on4)cc3)nc3ccccc3c2=O)cc1	93	89	102	101	96	102	90	106	96
CS(=O)(=O)c1ccc(-c2nc3ccccn3c2/C=N/Nc2ccccc2)cc1	83	.	95	92	73	96	96	97	58
N#CC(C#N)N=Nc1ccc(Br)cc1	100	25	21	18	7.6*	-29*	79	96	17
OCc1n(Cc2ccc3ccccc3c2)cc[n+]1Cc1ccc2ccccc2c1	79	68	37	68	.	23	62	53	100

The order is random, and some 12% of all compounds hit somewhere here.
